# Screens as filed in PubChem.
# LAP4 TOR yeast – modulators of LAP4-GFP expression in yeast, primary screen, S. cerevisiae, multiplex flow cytometry, MLPCN library | 3 h; median GFP as percent of DMSO wells | GFP response vs DMSO, % at 10 µM | 0.34% of 320,000 active | AID 2023, 2009;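 active = GFP response vs DMSO above a set limit, about the screen mean plus 3 SD, cut at about 150% in these data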
# AHR act – AHR activators, primary screen, cell-based, luminescence, luciferase reporter, human; Aryl hydrocarbon receptor (Homo sapiens), P35869; AHR-responsive luciferase reporter cells; activation, % at 5 µM; 2.5% of 320,000 active; AID 2796, 2010; in the data active = activation above about 47%;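 also: 0% = vehicle wells and 100% = reference agonist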
# procasp7 counter – procaspase-7 activators, primary screen, counter-screen for procaspase-3 activator project, biochemical, absorbance, HTS, human; Caspase-7 (Homo sapiens), P55210; recombinant procaspase-7, Ac-DEVD-pNA absorbance 405 nm; D23A/D198A/D206A triple mutant, cannot self-cleave; scale: DMSO 0, 5 µM enzyme 100; activation, % at 8.5 µM; 0.093% of 330,000 active; AID 463210, 2010;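 active = percent activation above the screen-wide mean plus 3 SD, cut at about 25% in these data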
# Target sequence (P55210 whole entry D23A/D198A/D206A): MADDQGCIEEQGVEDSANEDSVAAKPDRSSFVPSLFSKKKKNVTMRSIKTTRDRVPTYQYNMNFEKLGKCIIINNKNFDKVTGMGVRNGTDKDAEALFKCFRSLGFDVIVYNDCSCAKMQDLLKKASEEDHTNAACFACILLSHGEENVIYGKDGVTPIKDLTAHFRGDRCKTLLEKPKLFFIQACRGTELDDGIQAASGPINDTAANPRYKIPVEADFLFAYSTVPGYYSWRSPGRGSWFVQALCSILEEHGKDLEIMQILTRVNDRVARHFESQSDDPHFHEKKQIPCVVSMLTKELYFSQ
#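 Assay system: Uncleavable procaspase-7 mutant enzyme / Input: 2 µM procaspase-7 mutant as dispensed / Dosing: single nominal 8.5 µM compound dose, 0.8% DMSO final / Timing: 1 h enzyme–compound preincubation and 2 h substrate reaction, both 25 °C / Detection: p-Nitroaniline absorbance at 405 nm, read at 0 and 120 min / Replication: singlicate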
# proCasp3 act – activators of human procaspase-3 D3A mutant, primary screen, biochemical, absorbance, PC-3 D3A mutant, single concentration. activation, % at 8.5 µM. recombinant procaspase-3 D3A, Ac-DEVD-pNA absorbance 405 nm. 0.11% of 330,000 active. AID 463141, 2010;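 active = activation above the mean of all tested compounds plus 3 SD, cut at about 21% in these data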;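 also: 0% = DMSO alone and 100% = DMSO wells spiked with extra 5 µM PC-3 D3A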
# Target sequence (P42574 whole entry D9A/D28A/D175A): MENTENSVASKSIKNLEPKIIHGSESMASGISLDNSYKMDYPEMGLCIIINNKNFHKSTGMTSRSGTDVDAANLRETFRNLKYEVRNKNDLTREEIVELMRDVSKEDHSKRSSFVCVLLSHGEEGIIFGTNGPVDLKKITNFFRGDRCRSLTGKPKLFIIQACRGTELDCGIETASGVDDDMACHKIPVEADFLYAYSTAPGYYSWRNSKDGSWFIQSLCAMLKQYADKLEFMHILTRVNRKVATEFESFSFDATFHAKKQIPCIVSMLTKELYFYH
#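 material = Procaspase-3 D3A mutant | probe or stimulus = Ac-DEVD-pNA | compound = single dose, 8.5 µM nominal compound, 0.8% DMSO | timing = 1 h preincubation, 2 h reaction | measured by = 405 nm absorbance of p-nitroaniline, reads at 0 and 120 min | benchmarks = DMSO-only low control, 5 µM PC-3 D3A high control | repeats = singlicate, each compound tested once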
# CIT2-GFP yeast – modulators of CIT2-GFP expression in yeast, primary screen, S. cerevisiae, GFP fusion, multiplex flow cytometry, MLPCN library | 0.065% of 320,000 active | S. cerevisiae CIT2-GFP strain, 3 h; 100 means same as DMSO wells | GFP response vs DMSO, % at 10 µM;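 active = GFP response relative to DMSO above a set limit, near the screen mean plus 3 SD, cut at about 150% in these data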;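 also: ratio of well median GFP fluorescence to mean of DMSO wells on the plate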
# MEP2-GFP yeast – modulators of MEP2-GFP levels in yeast, primary screen, S. cerevisiae, multiplex flow cytometry, MLPCN library | GFP response vs DMSO, % at 10 µM | S. cerevisiae MEP2-GFP strain, 3 h; 100% = DMSO control level | 0.51% of 330,000 active;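 active = GFP response versus DMSO above a set limit, roughly screen mean plus 3 SD, cut at about 180% in these data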;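 also: median GFP fluorescence of the barcode-gated MEP2-GFP cells per well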
# AGP1-GFP MLPCN – modulators of AGP1-GFP expression in yeast TOR pathway, primary screen, cell-based, multiplex flow cytometry, S. cerevisiae, MLPCN library; 3 h; GFP as percent of DMSO wells; GFP response vs DMSO, % at 10 µM; 0.02% of 320,000 active; AID 2066, 2009;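 active = GFP response relative to DMSO above a set limit, near screen average plus 3 SD, cut at about 150% in these data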;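 also: median GFP channel fluorescence of the gated AGP1 strain per well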
# RPL19A-GFP yeast – RPL19A-GFP expression modulators in yeast, primary screen, cell-based, S. cerevisiae, multiplex flow cytometry, MLPCN; S. cerevisiae RPL19A-GFP strain, 3 h; active compounds read low; percent response vs DMSO, % at 10 µM; 0.3% of 330,000 active;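 active = percent response vs DMSO below 50%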;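 also: median channel GFP fluorescence of the barcoded RPL19A-GFP strain; ratio of sample median GFP to plate DMSO average so 100% = DMSO; lower means less RPL19A-GFP as with rapamycin TOR inhibition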
# The depositor's hits bear a star; / = no result given. Compounds as they come. About 3.5% of those tested had a hit in this group.
SMILES,LAP4 TOR yeast,AHR act,procasp7 counter,proCasp3 act,CIT2-GFP yeast,MEP2-GFP yeast,AGP1-GFP MLPCN,RPL19A-GFP yeast
Cc1cccc(C(=O)Nc2onc(C)c2C#N)c1,94,6,-11,5,98,99,104,99
COc1cc(OC)cc(C(=O)N[C@H](C(=O)OCC(=O)Nc2sccc2C#N)C(C)C)c1,95,3,9,4,101,109,97,99
O=C(CCCO)CCCCCCCCC[C@H]1N[C@H](CO)[C@@H](O)[C@@H]1O,108,0,-2,6,94,95,88,102
C[C@]12c3[nH]c4ccccc4c3CCN1C(=O)C(CC(=O)NCCc1ccccn1)C[C@@H]2C(=O)N1CCOCC1 (some centres not stated),93,0,6,8,95,98,98,97
Cc1nc(C)n(C(C)CNC(=O)c2cccc(Br)c2)n1 (configuration not stated),101,/,/,/,105,110,108,108
COc1ccc(C(=O)OCC(=O)NCCCc2ccccc2)cc1[N+](=O)[O-],98,0,0,0,92,111,115,106
CCOC(=O)N1CCC(NC(=O)CS(=O)Cc2nc(-c3ccc(OC)c(OC)c3)oc2C)CC1 (configuration not stated),101,4,-21,-4,89,97,104,93
CSc1ccc(CN(C)C(=O)CN2C(=O)NC3(CCCC3)C2=O)cc1,94,3,-2,14,88,96,93,91
CC1(OC(=O)CCc2ccccc2)C(=O)C=C2C=C(c3ccc(C#N)cc3)N(C3CCCCC3)C=C2C1=O (configuration not stated),113,2,-12,-11,100,110,106,117
CCOc1ccc(C(=O)OCC(=O)NC(C)C)cc1,105,-1,2,4,93,96,105,99
Cc1ccc(NC(=O)CN2CCN(CCN=CC3=C(O)CC(C)(C)CC3=O)CC2)cc1,112,2,6,14,100,101,104,102
CCCCn1c(-c2csc3ccccc23)n[nH]c1=S,101,4,-25,-19,94,100,96,98
CCCCN1C(=O)C(NC(C)=O)c2cc(Br)ccc21 (configuration not stated),90,10,-9,-6,98,83,102,94
CCC1CCCCN1C(=O)c1sc2ncnc(N(CC)CC)c2c1C (configuration not stated),97,59*,2,10,97,95,101,106
COC(=O)c1ccncc1C(=O)Nc1ccc(F)cc1,102,-2,4,-3,99,106,100,100
CCOC(=O)c1cnc2cc(C)ccn2c1=O,90,-1,-4,-4,90,92,90,92
COC(=O)C1=C(C(=O)OC)[C@@H]2N(C)c3ccc(OC)cc3[C@@]23C[C@@H](C(=O)OC)N(C(=O)c2ccco2)C3=N1,131,2,-3,-4,93,98,90,102
O=C(CN1CCN(Cc2ccc(Cl)cc2)C1=O)NCc1cccs1,96,0,1,-5,102,100,103,98
CC(=O)OCCCNc1cc(Sc2ccc(Cl)cc2)c2nonc2c1[N+](=O)[O-],105,2,-13,-5,92,106,95,95
CCCCCNC(=O)C(C#N)c1nc2ccccc2nc1N1CCCC1 (configuration not stated),114,2,7,-1,103,173,48,102
COc1ccc(OC)c(NC(=O)CSc2nnc(CCCO)n2-c2ccccc2)c1,99,0,5,0,94,104,99,93
O=C(C#Cc1ccccc1)c1cccc([N+](=O)[O-])c1,202*,-1,-28,-8,92,95,99,77
Cc1cccc(NC(=O)Cn2cnc3c(oc4ccccc43)c2=O)c1C,103,1,3,0,103,98,103,99
NC(=S)Cc1nc2n(n1)Cc1ccccc1-2,98,6,-14,-3,94,98,98,98
O=S(=O)(NC1CCCCC1)c1ccc(N2CCOCC2)nc1,105,0,4,11,98,99,107,97

# 18 entries from above, ordered by molecular weight, largest number first:
SMILES,LAP4 TOR yeast,AHR act,procasp7 counter,proCasp3 act,CIT2-GFP yeast,MEP2-GFP yeast,AGP1-GFP MLPCN,RPL19A-GFP yeast
COC(=O)C1=C(C(=O)OC)[C@@H]2N(C)c3ccc(OC)cc3[C@@]23C[C@@H](C(=O)OC)N(C(=O)c2ccco2)C3=N1,131,2,-3,-4,93,98,90,102
CC1(OC(=O)CCc2ccccc2)C(=O)C=C2C=C(c3ccc(C#N)cc3)N(C3CCCCC3)C=C2C1=O (configuration not stated),113,2,-12,-11,100,110,106,117
CCOC(=O)N1CCC(NC(=O)CS(=O)Cc2nc(-c3ccc(OC)c(OC)c3)oc2C)CC1 (configuration not stated),101,4,-21,-4,89,97,104,93
COc1cc(OC)cc(C(=O)N[C@H](C(=O)OCC(=O)Nc2sccc2C#N)C(C)C)c1,95,3,9,4,101,109,97,99
CC(=O)OCCCNc1cc(Sc2ccc(Cl)cc2)c2nonc2c1[N+](=O)[O-],105,2,-13,-5,92,106,95,95
COc1ccc(C(=O)OCC(=O)NCCCc2ccccc2)cc1[N+](=O)[O-],98,0,0,0,92,111,115,106
O=C(CN1CCN(Cc2ccc(Cl)cc2)C1=O)NCc1cccs1,96,0,1,-5,102,100,103,98
CSc1ccc(CN(C)C(=O)CN2C(=O)NC3(CCCC3)C2=O)cc1,94,3,-2,14,88,96,93,91
CCCCCNC(=O)C(C#N)c1nc2ccccc2nc1N1CCCC1 (configuration not stated),114,2,7,-1,103,173,48,102
Cc1cccc(NC(=O)Cn2cnc3c(oc4ccccc43)c2=O)c1C,103,1,3,0,103,98,103,99
O=C(CCCO)CCCCCCCCC[C@H]1N[C@H](CO)[C@@H](O)[C@@H]1O,108,0,-2,6,94,95,88,102
O=S(=O)(NC1CCCCC1)c1ccc(N2CCOCC2)nc1,105,0,4,11,98,99,107,97
COC(=O)c1ccncc1C(=O)Nc1ccc(F)cc1,102,-2,4,-3,99,106,100,100
CCOc1ccc(C(=O)OCC(=O)NC(C)C)cc1,105,-1,2,4,93,96,105,99
O=C(C#Cc1ccccc1)c1cccc([N+](=O)[O-])c1,202*,-1,-28,-8,92,95,99,77
Cc1cccc(C(=O)Nc2onc(C)c2C#N)c1,94,6,-11,5,98,99,104,99
CCOC(=O)c1cnc2cc(C)ccn2c1=O,90,-1,-4,-4,90,92,90,92
NC(=S)Cc1nc2n(n1)Cc1ccccc1-2,98,6,-14,-3,94,98,98,98

# Following part
SMILES,LAP4 TOR yeast,AHR act,procasp7 counter,proCasp3 act,CIT2-GFP yeast,MEP2-GFP yeast,AGP1-GFP MLPCN,RPL19A-GFP yeast
COc1cc(S(=O)(=O)Nc2ccc(C)cc2)ccc1N=Cc1c(C)[nH]n(-c2ccc(C)cc2)c1=O,101,7,-9,-1,108,124,106,108
Cc1cc(C)c(OCC(=O)N(Cc2ccccc2)C2CCS(=O)(=O)C2)c(C)c1 (configuration not stated),96,-1,-1,-6,105,102,106,104
O=S(=O)(c1ccc(Br)s1)N1CCc2ccccc2C1,102,0,8,-2,89,97,96,93
CCc1nc2ccccc2c(C(=O)OCC(=O)Nc2cccc(S(=O)(=O)NC3=NCCCCC3)c2)c1C,105,2,4,4,112,98,106,99
COC(=O)[C@@H]1C[C@@]2(O)[C@@H](O)[C@@H](O)[C@@H](O)C[C@H]2N1Cc1ccc(C)s1,96,0,2,2,104,106,111,101
O=C(COC(=O)CCNS(=O)(=O)c1cccs1)Nc1cc(C(F)(F)F)ccc1Cl,99,0,1,1,97,95,98,94
CN(C)/C=N/C(=S)Nc1ccc(Cl)c(Cl)c1,124,0,0,-3,93,103,99,92
O=C(O)CCC(=O)Nc1ccccc1C(=O)NCc1ccco1,97,-2,3,4,104,102,105,109
Cc1ccc(N(CN2C(=O)NC(C)(C)C2=O)CN2C(=O)NC(C)(C)C2=O)cc1,89,1,-3,3,103,101,102,96
COc1ccc(-c2noc(CNC(=O)CCN3C(=O)[C@H]4CC=CC[C@H]4C3=O)n2)cc1,102,3,0,-1,100,112,106,100
COCc1c(Br)c(C)nc(OCC(=O)O)c1C#N,106,-2,13,-3,106,105,102,102
CCOC(=O)c1c(NC(=O)c2cnn3c2NC(c2cccc(OC)c2)CC3C(F)(F)F)sc2c1CCCC2 (configuration not stated),101,2,-10,-5,100,104,103,105
O=C1c2cccc3c(N4CCCCC4)ccc(c23)C(=O)N1c1cccc(O)c1,100,1,-9,-8,89,95,99,99
CCCNC(=O)C1CC2Cn3c(nc4ccccc43)C2N1C (configuration not stated),95,2,-3,6,105,98,103,100
O=C(NCC1CCCN(Cc2ccc3c(c2)OCCO3)C1)c1ccc2c(c1)OCO2 (configuration not stated),88,6,0,12,105,105,107,101
COc1ccc(S(=O)(=O)Nc2c(C)n(C)n(-c3ccccc3)c2=O)c(Cl)c1Cl,92,3,-2,4,97,106,94,104
COC(=O)C1=C(C)NC(C)=C(C(=O)OC)C1c1cc2ccc(C)cc2[nH]c1=O,99,16,-3,1,96,97,96,100
COC(=O)CSc1nc2ccc(NC(C)=O)cc2s1,95,1,-11,8,96,100,93,95
CC(C)C(=O)NC(=S)Nc1ccc(S(=O)(=O)N(C)C)cc1,90,5,-8,2,93,95,99,97
COc1ccc(N2C(=O)CSC2c2ccc(F)c(F)c2)cc1 (configuration not stated),105,2,3,5,98,112,98,103
COc1cc(C(=O)OCCN2CCOCC2)ccc1O,98,6,6,-6,100,104,102,100
CCC1CCc2c(sc(NC(=O)C3CC=CCC3C(=O)O)c2C#N)C1 (configuration not stated),101,1,4,-4,89,91,115,97
COc1ccc(/C=N\NC(=O)c2ccc(-c3ccccc3)cc2)c(OC)c1OC,70,/,/,/,95,99,95,111
O=C1CCCC2=C1C(c1ccc(Cl)cc1)C1C(=O)c3ccccc3C1=N2 (configuration not stated),94,0,12,-1,93,106,90,95
O=C(Cc1ccc(S(=O)(=O)N2CCOCC2)s1)N1CCN(S(=O)(=O)c2cccc(Cl)c2)CC1,109,-2,0,-7,100,104,105,99
# Next section.
SMILES,LAP4 TOR yeast,AHR act,procasp7 counter,proCasp3 act,CIT2-GFP yeast,MEP2-GFP yeast,AGP1-GFP MLPCN,RPL19A-GFP yeast
Cc1cc(C)cc(NC(=O)NNC(=O)c2cc3occc3[nH]2)c1,101,8,-10,-8,127,107,109,110
COc1cc(C(C)=O)ccc1OCC(=O)N(CCC1=CCCCC1)c1c(N)n(Cc2ccccc2)c(=O)[nH]c1=O,103,4,8,-4,104,105,100,97
CCN(CC)S(=O)(=O)c1cccc(NC(=O)c2cncc(Br)c2)c1,108,36,1,2,96,98,94,97
COCCn1c(SCC(=O)Nc2ccc(OC)cc2)nnc1-c1ccoc1C,88,2,9,5,107,107,101,100
O=C(COC(=O)Cc1ccc(Br)cc1)NCc1ccc(F)cc1,100,0,7,6,113,107,103,112
C[n+]1cc[nH]c1SCC(=O)c1ccccc1,103,31,-16,-9,96,98,111,103
CCOc1ccc(Br)cc1S(=O)(=O)N1CC(C)OC(C)C1 (configuration not stated),96,2,-3,3,95,89,106,103
